Source: PubChem BioAssay (The Scripps Research Institute Molecular Screening Center)
AHR act = AHR activators, primary screen, cell-based, luminescence, luciferase reporter, human; Aryl hydrocarbon receptor (Homo sapiens), P35869; AHR-responsive luciferase reporter cells; 320,000 tested, 2.5% active; activation, % at 5 µM; in the data active = activation above about 47%;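 note: 0% = vehicle wells and 100% = reference agonist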
Target sequence (P35869 whole entry, looked up): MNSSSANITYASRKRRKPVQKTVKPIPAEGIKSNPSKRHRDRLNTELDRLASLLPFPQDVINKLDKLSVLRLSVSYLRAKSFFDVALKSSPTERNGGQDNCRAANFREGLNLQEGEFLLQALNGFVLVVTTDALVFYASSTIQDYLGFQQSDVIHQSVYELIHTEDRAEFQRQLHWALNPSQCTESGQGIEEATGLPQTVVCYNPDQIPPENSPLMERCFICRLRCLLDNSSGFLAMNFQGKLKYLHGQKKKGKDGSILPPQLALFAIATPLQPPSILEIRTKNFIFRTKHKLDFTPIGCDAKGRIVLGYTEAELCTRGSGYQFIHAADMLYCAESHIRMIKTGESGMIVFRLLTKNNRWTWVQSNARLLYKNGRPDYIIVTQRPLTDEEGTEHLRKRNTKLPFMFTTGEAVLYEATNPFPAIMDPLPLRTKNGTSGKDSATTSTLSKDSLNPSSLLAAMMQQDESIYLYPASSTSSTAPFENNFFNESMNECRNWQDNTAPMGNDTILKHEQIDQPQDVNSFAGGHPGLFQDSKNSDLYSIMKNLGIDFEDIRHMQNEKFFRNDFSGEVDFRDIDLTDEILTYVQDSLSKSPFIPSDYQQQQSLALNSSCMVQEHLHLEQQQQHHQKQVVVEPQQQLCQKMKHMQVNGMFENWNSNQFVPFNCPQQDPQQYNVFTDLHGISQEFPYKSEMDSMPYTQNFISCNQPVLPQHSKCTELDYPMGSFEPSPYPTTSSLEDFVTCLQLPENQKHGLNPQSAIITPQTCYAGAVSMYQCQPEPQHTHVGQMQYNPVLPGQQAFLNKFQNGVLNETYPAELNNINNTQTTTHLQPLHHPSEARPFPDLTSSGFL
core dimer inh = inhibitors of HCV core protein dimerization, primary screen, biochemical, TR-FRET, high-throughput; inhibition, % at 5 µM; TR-FRET GST/Flag-core106 dimerization, 1536-well; 300,000 tested, 0.33% active; AID 1899, 2009;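 active = inhibition above the mean of all tested compounds plus 3 SD, set per screening campaign, cut at about 45% in these data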
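Material: GST/Flag-tagged HCV core106 proteins. Incubation: 4 h, 22.5 °C incubation. Read-out basis: inhibition (%) from 671 over 617 nm ratio. Measured by: TR-FRET, excitation 340 nm, emission 617 and 671 nm.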
PP1 counter = PP1-alpha phosphatase inhibitors, primary screen, counter-screen for PP5 inhibitor project, biochemical, fluorescence, OMFP substrate, single point | Serine/threonine-protein phosphatase PP1-alpha catalytic subunit (Homo sapiens), P62136 | purified PP1alpha | inhibition, % at 6.7 µM | 320,000 tested, 0.9% active;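 active = inhibition above the mean inhibition of all tested compounds plus 3 SD, computed separately for each screening campaign, cut at about 15% in these data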
proCasp7 act = procaspase-7 activators, primary screen, counter-screen for procaspase-3 activator project, biochemical, absorbance, HTS, human; recombinant procaspase-7, Ac-DEVD-pNA absorbance 405 nm; D23A/D198A/D206A triple mutant, cannot self-cleave; scale: DMSO 0, 5 µM enzyme 100; activation, % at 8.5 µM; 330,000 tested, 0.093% active; AID 463210, 2010;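 active = percent activation above the screen-wide mean plus 3 SD, cut at about 25% in these data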
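Assay system: Uncleavable procaspase-7 mutant enzyme; Input: 2 µM procaspase-7 mutant as dispensed; Also added: DEVD-pNA substrate; Medium: Zinc-free HEPES pH 7.4 with 300 mM NaCl, 0.01% Triton X-100; Timing: 1 h compound preincubation, 2 h substrate cleavage, 25 °C; Measured by: Epi-absorbance of released pNA at 405 nm, two timepoints.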
PP5 inh = PP5 phosphatase inhibitors, primary screen, biochemical, fluorescence; purified PP5c, OMFP substrate fluorescence; inhibition, % at 6.7 µM; 320,000 tested, 0.18% active;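 active = inhibition above the campaign's mean inhibition across all tested compounds plus 3 SD, cut at about 9.5% in these data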;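 note: 0% = DMSO only and 100% = 100 µM cantharidin control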
Fh CTSL1 inh = Fasciola hepatica cathepsin L1 inhibitors, primary screen, counter-screen for PFM18AAP inhibitor project, biochemical, QFRET, fluorogenic peptide substrate; 300,000 tested, 0.49% active; recombinant F. hepatica cathepsin L1, Z-Leu-Arg-MCA fluorescence; AID 1906, 2009; inhibition, % at 5.96 µM;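 active = inhibition above the mean of all tested compounds plus 3 SD, set per screening campaign, cut at about 17% in these data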;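 note: 0% = plate median of test compound wells and 100% = 1 µM Z-Phe-Ala-diazomethylketone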
proCasp3 act = activators of human procaspase-3 D3A mutant, primary screen, biochemical, absorbance, PC-3 D3A mutant, single concentration | recombinant procaspase-3 D3A, Ac-DEVD-pNA absorbance 405 nm | activation, % at 8.5 µM | 330,000 tested, 0.11% active;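 active = activation above the mean of all tested compounds plus 3 SD, cut at about 21% in these data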;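 note: 0% = DMSO alone and 100% = DMSO wells spiked with extra 5 µM PC-3 D3A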
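Technique: 405 nm absorbance of p-nitroaniline, reads at 0 and 120 min; Test system: Procaspase-3 D3A mutant; Incubation: 1 h enzyme-compound preincubation, then 2 h substrate reaction, 25 °C; Repeats: singlicate, each compound tested once; Benchmarks: low control DMSO wells, high control DMSO plus 5 µM PC-3 D3A.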
TPT1 inh = Candida albicans TPT1 enzyme inhibitors, primary screen, biochemical, fluorescence polarization. recombinant caTPT1, FP RNA substrate dephosphorylation. inhibition, % at 5 µM. 300,000 tested, 0.81% active;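 active = inhibition above the mean of all tested compounds plus 3 SD, set per screening campaign, cut at about 24% in these data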;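 note: plate controls were DMSO alone for no effect and ferristatin control at 100 nM for full effect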
PAFAH2 FP inh = PAFAH2 enzyme inhibitors, primary screen, biochemical, fluorescence polarization, human. Platelet-activating factor acetylhydrolase 2, cytoplasmic (Homo sapiens), Q99487. recombinant PAFAH2, FP-rhodamine activity probe. inhibition, % at 3.39 µM. 340,000 tested, 0.99% active. AID 492956, 2010;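 active = inhibition above the mean over all tested compounds plus 3 SD, cut at about 30% in these data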;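 note: inhibitors block probe labeling of enzyme so polarization drops; 0% = enzyme with DMSO and 100% = wells lacking PAFAH2 protein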
An asterisk follows results filed as active; . = not tested or not shown.

SMILES | AHR act | core dimer inh | PP1 counter | proCasp7 act | PP5 inh | Fh CTSL1 inh | proCasp3 act | TPT1 inh | PAFAH2 FP inh
O=C1OCCC1N1C(=O)c2ccccc2S1(=O)=O (stereo not drawn) | 1 | -2 | -7 | -4 | 3.1 | -3 | -4 | 3 | 3
O=C(CCl)Nc1cccc(S(=O)(=O)N2CCCCCC2)c1 | 3 | 0 | 2 | -8 | 1.7 | 78* | -18 | -3 | 2
CN(Cc1ccccc1)c1ccc(C(CC(N)=O)NC(=O)c2ccccc2)cc1[N+](=O)[O-] (stereo not drawn) | 2 | -13 | 14 | -16 | 3.2 | 6 | -1 | -3 | -2
Cc1csc(=O)n1CC(=O)OCC(=O)Nc1ccc(Cl)cc1F | -1 | 4 | -5 | 7 | 0.2 | 1 | 1 | -1 | 2
CCOC(=O)c1ccccc1NC(=O)CSc1nnc(C)c(=O)[nH]1 | -3 | 0 | -3 | 1 | -0.5 | 4 | 7 | 1 | 7
CC(C)NC(=O)CSc1nc2[nH]ncc2c(=O)[nH]1 | -1 | -15 | -3 | -9 | -3.6 | 2 | 2 | 0 | -1
O=C(CCN1C(=O)C2C3C=CC(C3)C2C1=O)Nc1ccccc1F (stereo not drawn) | 5 | 0 | -5 | -11 | -1.5 | 6 | 7 | -4 | -3
CCCCc1ccc(Nc2nc(CCC)cc(=O)[nH]2)cc1 | 36 | -4 | 18* | -7 | 8.2 | 7 | -8 | 1 | 0
CN(C)/C=C(\C#N)C(=O)Nc1ccc(F)cc1 | -3 | -7 | 2 | 6 | -0.1 | 1 | 4 | 1 | -1
O=C(CCn1cncn1)N1CCN(S(=O)(=O)c2ccc(Cl)cc2)CC1 | -2 | -9 | 3 | 2 | 2.6 | -4 | 3 | 3 | -4
CC(=O)c1ccc2c(c1)OCCOCCOCCOCCOCCO2 | -3 | -1 | 0 | 4 | 3.6 | -3 | -5 | 0 | .
CCOc1ccc(S(=O)(=O)N2CCC(C(=O)NC3CC3)CC2)cc1Cl | 4 | -1 | 0 | 6 | 1.0 | 4 | 12 | 1 | -1
COc1ccc(O)c(-c2cc(-c3ccccc3[N+](=O)[O-])[nH]n2)c1 | 46 | -6 | -2 | 1 | 1.7 | -1 | 8 | -1 | 14
CCN(CC)C(=O)C[n+]1cccc(C(N)=O)c1 | -3 | 7 | -3 | 4 | -3.2 | 0 | 3 | -2 | 1
CS(=O)(=O)N1CCN(c2nc3ccc(Cl)cc3s2)CC1 | -3 | 1 | -4 | 5 | 1.1 | -3 | 1 | -3 | 1
COc1ccc(OC)c(S(=O)(=O)NCCCc2ccccc2)c1 | 0 | -6 | -4 | -5 | 2.9 | -8 | -5 | -3 | 0
Cc1cccc(N2C(=O)N3[C@H]4c5ccccc5OC[C@@H]4[C@@H](c4ccccc4)[C@@]3(C)C2=O)c1 | 0 | . | . | -2 | . | . | 2 | . | 2
COc1cc(C(=O)OCC(=O)Nc2cc(-c3cc(C)c(C)cc3C)nn2-c2ccccc2)cc(OC)c1OC | 39 | 6 | 2 | -3 | 3.6 | 3 | -7 | -3 | 6
O=C(NCc1ccccc1)C1CCCC1 | 0 | 1 | -6 | 6 | -0.8 | 2 | -3 | 0 | .
O=c1cc(O)c2sc3nc(C(F)(F)F)c4c(c3c2[nH]1)CCCCC4 | 3 | 8 | -1 | -4 | 1.4 | 6 | 7 | 5 | 8

The last 4 entries of the section before come first, to join the parts.
SMILES | AHR act | core dimer inh | PP1 counter | proCasp7 act | PP5 inh | Fh CTSL1 inh | proCasp3 act | TPT1 inh | PAFAH2 FP inh
Cc1cccc(N2C(=O)N3[C@H]4c5ccccc5OC[C@@H]4[C@@H](c4ccccc4)[C@@]3(C)C2=O)c1 | 0 | . | . | -2 | . | . | 2 | . | 2
COc1cc(C(=O)OCC(=O)Nc2cc(-c3cc(C)c(C)cc3C)nn2-c2ccccc2)cc(OC)c1OC | 39 | 6 | 2 | -3 | 3.6 | 3 | -7 | -3 | 6
O=C(NCc1ccccc1)C1CCCC1 | 0 | 1 | -6 | 6 | -0.8 | 2 | -3 | 0 | .
O=c1cc(O)c2sc3nc(C(F)(F)F)c4c(c3c2[nH]1)CCCCC4 | 3 | 8 | -1 | -4 | 1.4 | 6 | 7 | 5 | 8
CC(Sc1nnnn1C)C(=O)Nc1ccc2c(c1)OCCO2 (stereo not drawn) | 3 | 1 | -6 | -9 | -1.6 | 3 | -3 | -4 | -3
O=C(NCCN1CCc2ccccc2C1)C1CCN(S(=O)(=O)N2CCCCC2)CC1 | 3 | 1 | -4 | -4 | -0.6 | 3 | 3 | 1 | 1
Cc1cccc(C(=O)N(Cc2cccs2)C2CCS(=O)(=O)C2)c1 (stereo not drawn) | 0 | 1 | -6 | 7 | -1.8 | -3 | 8 | 2 | -5
Cc1nnc(SCC(=O)Nc2cc(C(N)=O)cc(C(N)=O)c2)n1-c1ccccc1 | 2 | 8 | -3 | 9 | 1.5 | 1 | -6 | 2 | 2
S=C(Nc1ccc(Cl)c(Cl)c1)N1CCN(c2ccccn2)CC1 | 19 | -11 | 4 | -2 | 1.1 | 3 | 5 | -3 | -1
O=C(CCCn1cncn1)N1CCCC(N2CCN(c3ccccc3F)CC2)C1 (stereo not drawn) | 1 | 1 | -3 | 6 | 1.0 | 7 | 3 | -3 | 3
CCCOc1ccc(N2C(=O)CC(N(Cc3ccccc3)N=O)C2=O)cc1 (stereo not drawn) | 1 | 3 | -3 | 2 | 3.6 | -3 | 3 | 0 | .
Cc1ccc(C2CC(c3ccc(Cl)cc3)=NNC2=O)cc1 (stereo not drawn) | 0 | 3 | -2 | -2 | 3.1 | 0 | 0 | -3 | 7
N#CCCN(Cc1ccccc1)C(=O)Nc1ccc2c(c1)CCO2 | -2 | 2 | -2 | -2 | -1.9 | -4 | -2 | -3 | -1
Nc1ccc(OCCc2ccccc2)cc1 | 3 | 5 | -3 | 0 | -0.1 | -3 | 4 | 1 | -1
COc1ccc(C(CCN2CCCCC2)c2c(O)cc(OC)cc2OC)cc1 (stereo not drawn) | 8 | -8 | 1 | -1 | 3.7 | -4 | 7 | 1 | -3
CCN(CC)S(=O)(=O)c1ccc(Cl)c(NC(=O)COC(=O)c2c(C)noc2C)c1 | -1 | 0 | -1 | 5 | -0.1 | -5 | 8 | 0 | 7
O=C(CCc1nnc2ccc(NCc3ccco3)nn12)Nc1cccc(F)c1 | 8 | 13 | -2 | -25 | 1.5 | 0 | -10 | 1 | 8
O=C(c1ccco1)N1CCN(C(=O)N2CCCC2)CC1 | 0 | 4 | 1 | 7 | 3.3 | 3 | -7 | 0 | -5
COc1ccc(OC)c(NC(=O)CCCNC(=O)Cn2cnc3sc(C)c(C)c3c2=O)c1 | 4 | -3 | -3 | 4 | 2.1 | 1 | -5 | -3 | 0
O=C(N/N=C/c1ccccn1)c1cc(-c2ccccc2Cl)n[nH]1 | 9 | 0 | 3 | 6 | 0.4 | -1 | -5 | -1 | 11
O=C(NCC1CCCO1)c1onc(CSc2ccc(F)cc2)c1C(=O)O (stereo not drawn) | 0 | -3 | -2 | 6 | 1.3 | -4 | 8 | -1 | 4
COc1cc(CCN2C(=O)c3cccc4cccc(c34)C2=O)c(S(=O)(=O)N2CCC(C)CC2)cc1OC | 18 | 10 | -1 | 1 | 1.2 | 6 | 10 | 2 | -16
Cc1ccc(-c2nc(NCc3ccc(F)cc3)n(S(C)(=O)=O)n2)cc1 | 14 | 0 | -1 | 5 | 2.1 | 3 | 2 | -5 | 1
CC(=O)Nc1ccc(C(=O)OCC(=O)/C(C#N)=C(\C)N)cc1 | 0 | -2 | -1 | 7 | -1.5 | 2 | 1 | -1 | -12
Cc1ccc(C(CNS(=O)(=O)c2ccc(Cl)cc2)N2CCN(C)CC2)cc1 (stereo not drawn) | -2 | 3 | -2 | 2 | -2.5 | -2 | 5 | 3 | 4
CC1CCCC(C)N1C(=O)COC(=O)Cc1c[nH]c2ccccc12 (stereo not drawn) | 10 | 0 | -2 | 0 | -1.5 | -2 | 13 | 0 | 0
COCCNc1c2c(nc3c(-c4ccccc4)c(C)nn13)CCC2 | 22 | -2 | -3 | 9 | -1.5 | -2 | -1 | 1 | 10
Cc1cccc(C)c1N1C(=O)CN(Cc2ccccc2)C1=S | -1 | -1 | 2 | 6 | -1.1 | 2 | -3 | 1 | 2
CCCn1c(=O)[nH]c2ccccc21 | 3 | -3 | 9 | 2 | 1.3 | -5 | -8 | 1 | -11
NCCSc1c(-c2ccc(F)cc2)[nH]c2ccccc12 | 12 | -15 | 0 | 0 | 0.3 | 6 | 2 | -2 | -1
N#Cc1ccc(OCC(=O)N2CCN(S(=O)(=O)c3cccc(Cl)c3)CC2)cc1 | 0 | . | -2 | -11 | 3.0 | . | -3 | . | 5
Cc1ccc(NS(=O)(=O)c2cccc3cccnc23)c(Cl)c1 | 5 | 1 | 3 | -5 | 4.6 | -15 | 5 | -2 | 2
Cn1c(=O)c2cc(S(=O)(=O)N3CCOCC3)ccc2n(C)c1=O | 0 | -1 | 0 | 4 | 2.2 | 0 | 1 | -3 | -5
NNC(=O)CN1C(c2ccc(Cl)cc2)=Nc2ccc(Br)cc2C1c1ccccc1 (stereo not drawn) | 16 | 15 | 12 | -2 | 2.7 | -1 | -4 | -2 | -11
CCN1CCN(C(=O)c2cc3cc(F)ccc3[nH]2)CC1 | 65* | 4 | -2 | 4 | -0.8 | -3 | 6 | 1 | -3
Cn1c(N)c(C(c2ccccc2)c2c(N)n(C)c(=O)n(C)c2=O)c(=O)n(C)c1=O | 1 | -7 | -1 | -1 | -0.9 | 0 | 4 | -6 | 0
Cc1ccc(S(=O)(=O)N2[C@@H](c3ccc(C#N)cc3)C(C(=O)O)=C[C@H]2CC2CCCC2)cc1 | 1 | . | . | 6 | . | . | 2 | . | 4
CCOc1ccc(-c2cc(N3C(=O)Nc4ccccc4N3O)on2)cc1 | 4 | 0 | -1 | 3 | -1.2 | -2 | -4 | -6 | 6
c1ccc2c(c1)nc1n2CCS1 | 1 | -4 | 2 | 10 | 1.6 | -4 | -6 | -2 | 1
NC(=O)Cn1nnc(-c2ccccc2NC(=O)c2cnccn2)n1 | 8 | 5 | -1 | -1 | -0.4 | 7 | -6 | -5 | 9
